# High-throughput results: PubChem BioAssay, several laboratories
# Dengue-2 NS5 capping: Dengue-2 NS5 methyltransferase inhibitors, primary screen, biochemical, confirmation dose response (AID 588689) | 340,000 tested, 0.3% active | one-dose inhibition, % at 25 µM; IC50 in µM for titrated hits | Dengue-2 NS5 methyltransferase capping enzyme assay, biochemical; higher % means a stronger effect; in the data active = a potency from the dose series
# NTR1 agonist: agonists of NTR1, primary screen, imaging, U2OS cells, beta-arrestin-GFP, high content (AID 493036). NTR1-U2OS beta-arrestin-GFP spot imaging, agonist mode. activation, % at 20 µM. 330,000 tested, 0.17% active. P30989;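 active = activation at or above 40% of the spot to cytoplasm intensity ratio, with at least 20 cells analyzed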;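 also: 0% = DMSO without peptide and 100% = 100 nM NTR1 peptide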
# Target sequence (P30989 whole entry, looked up): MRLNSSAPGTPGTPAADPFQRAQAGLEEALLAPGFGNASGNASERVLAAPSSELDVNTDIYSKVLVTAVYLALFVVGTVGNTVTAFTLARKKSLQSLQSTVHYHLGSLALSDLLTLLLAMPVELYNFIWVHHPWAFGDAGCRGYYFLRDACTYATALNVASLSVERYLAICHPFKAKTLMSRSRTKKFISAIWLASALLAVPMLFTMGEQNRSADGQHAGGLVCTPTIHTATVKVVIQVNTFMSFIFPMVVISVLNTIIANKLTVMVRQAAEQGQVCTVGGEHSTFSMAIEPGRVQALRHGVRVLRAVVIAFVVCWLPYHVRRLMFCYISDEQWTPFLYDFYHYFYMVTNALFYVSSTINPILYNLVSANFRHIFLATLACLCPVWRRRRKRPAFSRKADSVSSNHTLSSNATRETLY
# GPR35 antagonists: inhibition of zaprinast-stimulated GPR35 beta-arrestin translocation – imaging, U2OS, beta-arrestin-GFP, zaprinast agonist, primary screen (AID 2058); U2OS GPR35 beta-arrestin-GFP translocation imaging, zaprinast antagonism; higher % means a stronger effect; one-dose inhibition, % at 10 µM; IC50 in µM for titrated hits; 290,000 tested, 0.052% active;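 active = inhibition of at least 50% with at least 30 cells and total cytoplasm GFP at most 10,000,000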
# UTI89 phage lysis: inhibition of K1F phage lysis, E. coli UTI89, bacterial capsule biogenesis inhibitors, alamar blue (AID 488966); 340,000 tested, 0.02% active; inhibition, % at 100 µM, or IC50 in µM where a hit was titrated; E. coli UTI89 K1F phage lysis, alamar blue, 2 h; higher % means a stronger effect;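 active = phage lysis inhibition, versus mean bacterial control, above a set limit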;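 also: capsule biogenesis inhibitors block K1F phage lysis so surviving cells raise fluorescence; higher fluorescence means more inhibition of phage lysis; actives were called in the ten point dose series up to 300 µM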
# AID2073: disruptors of CaV2.2 binding to Mint1 – biochemical, HTRF (AID 2073) | 290,000 tested, 0.19% active | one-dose inhibition, % at 20 µM; IC50 in µM for titrated hits | HTRF protein-protein interaction, Mint1-CaV2.2; higher % means a stronger effect; in the data active = inhibition mostly above about 51%, no sharp cut-off; also: some results filed as inactive read as strong as hits
# GPR55 beta-arrestin: selective activators of receptor GPR55 – imaging, U2OS cells, beta-arrestin-GFP redistribution, primary screen (AID 1961). U2OS GPR55 beta-arrestin-GFP redistribution imaging; higher % means a stronger effect. activation, % at 10 µM; hits with a dose series show EC50 in µM. 290,000 tested, 0.048% active;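 active = activation above 40% with more than 50 cells counted in the well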;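 also: U2OS osteosarcoma cells stably expressing GPR55 and beta-arrestin-GFP; plate controls were DMSO negative control for no effect and LPI positive control for full effect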
# HIV peptide binding: inhibitors of HIV fusion peptide binding, primary screen, biochemical, uHTS, fluorescence dequenching (AID 1986); cell-free peptide binding, fluorescence dequenching, 30 min; higher % means a stronger effect; inhibition, % at 20 µM, or IC50 in µM where a hit was titrated; 290,000 tested, 0.3% active; in the data active = inhibition mostly above about 52%, no sharp cut-off; inactive = mostly below about 76%; also: some results filed as inactive read as strong as hits
# Siah-1 displacement: blockers of Siah-1 interaction with plectin peptide – biochemical, fluorescence polarization, rhodamine-plectin, uHTS, primary screen (AID 1817) | displacement, % at 20 µM, or IC50 in µM where a hit was titrated | 290,000 tested, 0.02% active | Siah-1 / rhodamine-plectin peptide fluorescence polarization; higher % means a stronger effect;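 active = displacement of at least 50% at 20 µM, with a fluorescence ratio check between 0.3 and a set limit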;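 also: plate controls were Siah plus tracer with DMSO for no effect and tracer alone without Siah for full effect; strong numbers were not always called active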
# GPR55 LPI antagonism: inhibition of LPI-stimulated GPR55 beta-arrestin translocation – imaging, U2OS, beta-arrestin-GFP, LPI agonist, primary screen (AID 2013); inhibition, % at 10 µM, or IC50 in µM where a hit was titrated; 290,000 tested, 0.13% active; U2OS GPR55 beta-arrestin-GFP translocation imaging, LPI antagonism; higher % means a stronger effect;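 active = spots per cell inhibited over 60%, with over 100 cells counted and total cytoplasm intensity under 500,000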;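 also: U2OS cells stably carrying GPR55 and arrestin-GFP stimulated by 5 µM LPI near EC80; imaged beta-arrestin-GFP aggregate spots per cell after agonist stimulation; plate controls were LPI-stimulated DMSO wells for no effect and DMSO wells without LPI for full effect; some results filed as inactive read as strong as hits; confirmed hits need IC50 under 10 µM and bright autofluorescent wells are also inconclusive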
# NTR1 agonist cell count 20 µM: second read-out of NTR1 agonist, no call of its own (marks repeat the call); cell count; measured here: cell count, cytotoxicity flag
# Dengue-2 NS5 capping pilot replicate: also measured in Dengue-2 NS5 capping; calls as there; inhibition, %; measured here: pilot screen replicate inhibition
# * hit, by the source's call; . = no result given; [ ] = remark or other dose. An unsorted share of the library (roughly 1.2% active in at least one column).
SMILES,Dengue-2 NS5 capping,NTR1 agonist,NTR1 agonist cell count 20 µM,GPR35 antagonists,UTI89 phage lysis,AID2073,GPR55 beta-arrestin,HIV peptide binding,Siah-1 displacement,GPR55 LPI antagonism,others
O=C(NCCc1ccccc1)Nc1ccc(Cl)cc1,-8.7%,0.3,56,-0.6%,8.3%,1.8%,0.3%,1.2%,10.4%,0.2%,
O=C1C(C=NCCN2CCOCC2)=C(O)c2ccccc21,3.0%,-1.5,67,17.2%,1.2%,12.2%,-0.2%,1.1%,-1.5%,-3.6%,
COCCCNS(=O)(=O)c1ccc2[nH]c(=O)[nH]c2c1,-11.1%,0.6,62,4.8%,0.1%,12.0%,0.3%,0.7%,-0.2%,1.6%,
O=C(Oc1ccc(/C=N/O)cc1)c1ccccc1Cl,-6.2%,-1.4,78,-14.7%,-0.1%,0.1%,-0.1%,-0.5%,0.3%,0.1%,
COc1ccccc1OCC(=O)NCCS(=O)(=O)N1CCN(c2ccc(F)cc2)CC1,-5.9%,1.2,67,-7.1%,0.0%,2.3%,0.3%,-0.7%,4.8%,11.9%,
CSc1nc(N(C)C)nc(N(C#N)CCOC(C)=O)n1,0.7%,-1.2,37,3.2%,-1.2%,12.9%,-0.2%,2.1%,1.8%,-1.3%,
COc1ccc(Cl)cc1NC(=O)C1CCCO1 (stereo unspecified),-0.8%,1.3,83,-8.6%,-0.6%,-9.6%,-0.2%,-2.1%,-2.5%,2.4%,
Cc1ccc(C(=O)OCc2c(C)noc2C)cc1NC(=O)c1ccco1,0.7%,-0.7,94,6.0%,-0.5%,-3.1%,-0.1%,0.1%,3.7%,8.3%,
CCc1nnc(NC(=O)c2ccc(S(=O)(=O)N3CCOCC3)cc2)s1,-2.8%,-0.7,63,0.8%,0.8%,-5.8%,-0.1%,-1.7%,1.2%,10.3%,
CN1CCN(c2ncnc3scc(-c4ccccc4Cl)c23)CC1,-6.2%,-1.8,56,7.7%,0.3%,0.9%,0.2%,0.0%,3.5%,3.9%,
Cc1ccc(C)n1-c1ccc(-n2cnnn2)cc1,-6.8%,-0.9,72,5.8%,0.1%,42.7%,-0.1%,6.3%,1.2%,-0.9%,Dengue-2 NS5 capping pilot replicate=-5.0
O=C(C(=O)c1cccnc1)c1cccnc1,-3.1%,0.1,51,13.5%,0.8%,21.3%,-0.1%,-1.3%,-2.6%,-1.1%,
CN(C)C(=O)C(=O)c1c(-c2ccccc2)cc2ccccn12,-0.7%,-0.5,55,30.5%,0.5%,8.8%,-0.3%,-2.3%,-8.2%,-1.0%,
COc1ccc(C(CNC(=O)c2ccc(NS(=O)(=O)c3cccc([N+](=O)[O-])c3)cc2)N2CCOCC2)cc1 (stereo unspecified),-1.0%,1.1,58,-8.7%,0.0%,26.6%,-0.1%,1.1%,-4.1%,2.3%,
COc1cc(/C=C/C(=O)O)cc(S(=O)(=O)NC2CCCC2)c1OC,7.4%,4.5,61,-1.9%,0.1%,3.8%,-0.1%,-0.8%,17.4%,9.4%,
O=C(NC1CCCCCC1)c1c(F)c(F)c(F)c(F)c1F,1.6%,-3.7,84,-0.8%,4.6%,4.1%,-0.3%,1.5%,-1.5%,-0.7%,
COc1ccc(NC(=O)CC2C(=O)N(c3ccccc3)C(=O)N2Cc2ccco2)cc1 (stereo unspecified),-1.5%,-2.8,9,-23.9%,0.4%,-1.0%,-0.2%,-0.6%,7.6%,17.7%,
CC(=O)c1cc2c(cc1NC(=O)CN1CCN(c3ccc(F)cc3)CC1)OCO2,-4.3%,4.2,35,0.4%,0.1%,0.3%,0.0%,-3.1%,-3.6%,10.3%,
COc1ccc(NC(=O)Cc2ccc(Cl)cc2)cc1NC(=O)c1ccco1,-7.7%,-1.6,75,-1.8%,2.5%,-0.8%,0.0%,-0.5%,-3.5%,-1.6%,
CC(=O)/C(N=Nc1ccc(-n2ccc(C(F)(F)F)n2)cc1)=C(\C)O,-1.5%,0.5,43,-0.6%,-1.0%,-3.5%,0.3%,0.3%,6.7%,15.6%,
Cc1ccc(-c2nnn(CC(=O)N(c3ccc(F)cc3)C(C(=O)NC(C)(C)C)c3ccco3)n2)o1 (stereo unspecified),0.4%,2.4,61,9.2%,1.5%,12.2%,0.0%,-0.5%,3.9%,-17.0%,
CCCC(=O)N1CCN(c2ccc(NC(=O)c3cccs3)cc2Cl)CC1,-7.3%,0.4,95,1.9%,-0.1%,8.3%,0.2%,1.8%,-3.8%,5.0%,
Cc1cnc(NC(=O)CN2CCN(c3ccccc3F)CC2)s1,.,2.4,58,3.7%,0.1%,9.7%,-0.5%,1.5%,-0.2%,-0.9%,
CC1CCCCN1S(=O)(=O)c1ccc(C(=O)Nc2nnc(-c3ccncc3)o2)cc1 (stereo unspecified),0.0%,-0.4,77,-12.6%,0.1%,11.8%,-0.3%,7.3%,-6.4%,-12.9%,
CCOC(=O)CC1CCCCN1C(=O)CCCn1nnnc1CN1CCOCC1 (stereo unspecified),-1.0%,0.9,55,-4.8%,-0.1%,-8.0%,0.3%,-0.4%,1.6%,-14.4%,
COC(=O)c1cn(NC(=O)c2cc([N+](=O)[O-])ccc2F)c(=O)c2ccccc12,-3.0%,-0.1,62,-3.3%,0.2%,9.4%,-0.3%,-2.7%,3.8%,12.9%,
CCOc1ccc(-n2c(N)c(C(=O)N3CCN(C)CC3)sc2=S)cc1,-8.2%,0.7,90,12.5%,0.2%,-13.5%,-0.3%,1.8%,17.8%,12.7%,
CCOC(=O)c1ccc(NC(=O)CSc2nc3c(c(=O)n2-c2ccccc2OC)SCC3)cc1,-6.3%,-1.9,76,-3.5%,0.3%,14.4%,0.3%,1.7%,-1.8%,-1.1%,
Cc1ccnc(NC(=O)c2ccccc2[N+](=O)[O-])c1,-13.6%,0.5,88,-9.2%,0.0%,-38.6%,-0.3%,-2.9%,3.7%,7.1%,
Cc1ccc(-n2c(C3CC3c3ccc(Cl)cc3)n[nH]c2=S)cc1 (stereo unspecified),-7.4%,0.5,88,22.9%,-1.4%,1.1%,0.0%,3.5%,10.6%,9.6%,
NC(=O)Cc1ccc(C(=O)c2ccc(Cl)cc2)s1,-5.9%,1.4,54,-9.8%,-1.0%,9.0%,0.5%,0.7%,2.8%,-4.6%,
CCN(Cc1cc(=O)[nH]c2ccccc12)C(=O)c1ccc(C)cc1,-4.7%,5.2,53,1.7%,-1.2%[50 µM],-0.4%,-0.1%,-0.6%,4.3%,-0.7%,
COc1ccc(S(=O)(=O)CCC(=O)Nc2c(C)cccc2C)cc1,-15.6%,0.8,82,-4.3%,0.2%,9.7%,-0.3%,0.5%,-3.3%,-6.1%,
CCn1nc(C)cc1C(=O)N1CCCC(N2CCN(c3cccc(Cl)c3)CC2)C1 (stereo unspecified),0.0%,1.4,58,-5.4%,-0.1%,13.4%,-0.1%,0.0%,5.8%,0.3%,
COc1ccc(C(=O)NC(=S)Nc2cccc(NC(=O)c3ccco3)c2)cc1[N+](=O)[O-],-2.6%,4.3,58,3.0%,0.2%,1.7%,0.4%,-0.9%,-3.6%,-7.8%,
Cc1ccc(/C(O)=C2\C(=O)C(=O)N(CCc3c[nH]c4ccccc34)C2c2cccnc2)cc1 (stereo unspecified),-3.0%,-0.4,64,8.8%,0.5%,8.2%,0.1%,1.7%,3.8%,-5.6%,
CC(C)C(c1nnnn1C1CCCC1)N1c2ccccc2CC1C (stereo unspecified),-3.0%,4.0,68,8.8%,0.2%,8.1%,0.2%,2.3%,-4.3%,0.1%,
O=CNC(n1cnc2c(N3CCOCC3)ncnc21)C(Cl)(Cl)Cl (stereo unspecified),-2.3%,0.5,75,2.5%,0.1%,8.3%,-0.1%,0.9%,1.2%,12.4%,
Fc1ccc(CSc2ncnc3c2oc2ccccc23)cc1,-7.7%,.,.,-2.3%,0.1%[50 µM],31.1%,-0.2%,0.1%,-0.3%,0.3%,
Cc1ccc(OCC(=O)Nc2cccnc2Cl)cc1C,-3.6%,-1.0,56,4.3%,0.5%,10.9%,0.4%,1.1%,12.6%,1.5%,
COC(=O)c1ccc(OC(=O)CCN2c3ccccc3Sc3ccccc32)cc1,-2.2%,2.1,64,16.7%,1.3%[50 µM],23.7%,-0.1%,-1.2%,7.1%,8.0%,
Cc1c(C=C2C(=O)c3ccccc3C2=O)cc(C#N)n1C,.,-0.4,70,-4.3%,.,21.4%,0.2%,-0.3%,5.8%,10.0%,
Cc1cc(C(=O)Nc2cccc([N+](=O)[O-])c2)c(C)o1,-3.9%,1.2,43,10.0%,0.9%[50 µM],3.5%,0.4%,1.8%,6.6%,6.2%,
CCc1cccc(CC)c1NC(=S)NCCc1c(C)[nH]c2ccccc12,-3.5%,1.8,99,12.1%,0.3%,1.1%,0.2%,1.0%,1.6%,26.9%,
O=S(=O)(/C=C/c1ccccc1)NC1CCCCCCC1,0.0%,2.4,79,3.4%,2.5%,0.5%,0.3%,2.4%,0.6%,13.2%,
Cc1ccc(C)c(Cn2nnc3c(=O)[nH]c(C4CCCN(C(=O)C5CCCCC5)C4)nc32)c1 (stereo unspecified),-3.2%,2.6,55,6.6%,-1.1%,-0.1%,0.0%,1.1%,1.5%,21.1%,
O=C(NC1CCCC1)C1CCN(S(=O)(=O)N2CCCCC2)CC1,3.2%,0.5,73,9.3%,1.4%,6.7%,0.0%,0.1%,-1.0%,-1.9%,
O=C(c1nc2ccc(Cl)cn2c1CNCCc1cnccn1)N1CCCCCCC1,-3.5%,-0.2,73,-5.9%,-0.1%,3.7%,-0.1%,1.3%,15.1%,13.8%,
COc1ccccc1/C=C/C(=O)NNC(=O)c1cccs1,-6.2%,0.3,43,27.3%,-0.1%,19.1%,-0.9%,-0.9%,-4.5%,10.3%,
Cc1ccc(CNS(=O)(=O)c2ccc(F)c(F)c2)n1C,2.7%,0.1,52,-2.5%,0.1%,-14.1%,-0.1%,-1.8%,-4.7%,-6.3%,
Cc1nn(-c2ccccc2)c(Cl)c1/C=N/Nc1ccc(Cl)c(C(=O)O)c1,10.2%,3.8,78,-9.6%,-0.8%[50 µM],-6.1%,0.0%,30.6%,16.7%,10.7%,
